From PubChem
SKKanGAS inh = S. pyogenes SKKanGAS growth inhibitors in kanamycin, primary screen, streptokinase expression inhibitor project, SKKanGAS strain, BacTiter-Glo luminescence. 6 h. inhibition, % at 7.5 µM. 1.3% of 300,000 active;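 active = mean replicate score, as percent of positive control median, at least 50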;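 note: strain carries kanamycin resistance gene driven by streptokinase promoter and grows in 40 µg/ml kanamycin; loss of luminescence reflects streptokinase promoter inhibition or plain growth inhibition; 0% = median of DMSO wells and 100% = positive control at its reference dose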
Platelet DG rel = inhibitors of platelet dense granule secretion, primary screen, cell-based, MLPCN, human platelets. human platelet-rich plasma, SFLLRN dense granule ATP release, luminescence. inhibition, %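 (compounds screened at 7.5 µM in platelet-rich plasma)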. 0.22% of 300,000 active;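 active = mean replicate score, as percent of positive control, at or above 50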
TRPC6 inhibitor = mouse TRPC6 channel inhibitors, primary screen, cell-based, HEK293, membrane potential dye. AID 2553, 2010. ACh-evoked depolarization; stronger effect = lower value. B-score at 10 µM. 1.1% of 310,000 active;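 active = B-score under library mean minus 3 SD, initial fluorescence not abnormally high, positive integrated signal ratio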;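 note: B-score derived from integrated fluorescence ratio over the kinetic read; more negative B-score means stronger inhibition of depolarization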
MrgX1 antagonist = antagonists of human MrgX1 receptor, primary screen, HEK293 cells, Fluo-4 calcium flux | B-score at 10 µM | BAM8-22 antagonism; stronger effect = lower value | Mas-related G-protein coupled receptor member X1 (Homo sapiens), Q96LB2 | 1.3% of 310,000 active | AID 588676, 2011;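 active = calcium-response B-score plate-corrected more than 3 library SD below zero, starting fluorescence within 5 deviations, no agonist response on first addition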;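 note: peak minus trough fluorescence over baseline after final BAM8-22 challenge near maximal dose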
Target sequence (Q96LB2 whole entry, looked up): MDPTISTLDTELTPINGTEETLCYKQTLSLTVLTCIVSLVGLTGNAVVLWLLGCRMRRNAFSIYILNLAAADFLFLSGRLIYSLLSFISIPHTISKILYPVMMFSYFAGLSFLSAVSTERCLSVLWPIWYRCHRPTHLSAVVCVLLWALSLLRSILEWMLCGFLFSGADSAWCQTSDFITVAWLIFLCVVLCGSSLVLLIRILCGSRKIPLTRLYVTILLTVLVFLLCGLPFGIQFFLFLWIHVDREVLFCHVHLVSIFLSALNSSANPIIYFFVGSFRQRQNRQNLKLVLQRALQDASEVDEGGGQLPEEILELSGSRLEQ
RGS4 block = RGS4 inhibitors, primary screen, cell-based, HEK293 M3R inducible RGS4, calcium flux; Regulator of G-protein signaling 4 (Homo sapiens), P49798; Fluo-4 calcium flux; stronger effect = higher value; triggered by carbachol at its EC20; B-score at 10 µM; 0.45% of 310,000 active; AID 463165, 2010;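 active = B-score, a plate-corrected calcium signal, over three deviations above library mean, with baseline fluorescence within five deviations of library mean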;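 note: RGS4 expression induced by doxycycline in cells with stable M3 receptor; B-score is computed from the integrated fluorescence ratio over baseline after carbachol; higher B-score means a larger calcium signal and so more RGS4 inhibition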
Target sequence (P49798 whole entry, looked up): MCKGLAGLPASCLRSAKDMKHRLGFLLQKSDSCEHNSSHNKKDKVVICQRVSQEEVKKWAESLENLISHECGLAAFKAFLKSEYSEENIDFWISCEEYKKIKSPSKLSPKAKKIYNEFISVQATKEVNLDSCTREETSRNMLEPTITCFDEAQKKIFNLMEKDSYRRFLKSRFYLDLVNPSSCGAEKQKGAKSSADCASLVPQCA
TRPC4 inh = inhibitors of mouse TRPC4 channel, primary screen, Fluo4 calcium, HEK293 TRPC4beta/mu-opioid cells. Short transient receptor potential channel 4 (Mus musculus), Q9QUQ5. DAMGO-evoked Fluo4 calcium flux; stronger effect = lower value. B-score at 10 µM. 0.39% of 300,000 active. AID 2247, 2010;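 active = B-score over 3 SD under the library average, no early fluorescence shift, positive overall ratio signal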
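Assay system – HEK293 line stably carrying TRPC4beta and mu-opioid receptor · Doses – single dose · Detection – Fluo4 calcium-dye fluorescence, kinetic read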
TRPC6 act = mouse TRPC6 channel activators, primary screen, cell-based, HEK293, membrane potential dye; 0.13% of 310,000 active; B-score at 10 µM; HEK293-TRPC6 membrane potential dye fluorescence; stronger effect = higher value; Short transient receptor potential channel 6 (Mus musculus), Q61143; AID 2550, 2010;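 active = B-score of the integrated fluorescence ratio above library mean plus 3 SD, and starting fluorescence ratio within library mean plus 5 SD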;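 note: higher score means more depolarization so channel activation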
MrgX1 PAM = positive allosteric modulators of MrgX1, primary screen, HEK293 cells, Fluo-4 calcium flux; Mas-related G-protein coupled receptor member X1 (Homo sapiens), Q96LB2; FDSS; stronger effect = higher value; B-score at 10 µM; 0.63% of 310,000 active; AID 588675, 2011;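 active = plate-corrected calcium response at least 3 library SD above typical, normal starting fluorescence, not activating the receptor alone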;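 note: compound read alongside a low EC10 to EC30 dose of BAM8-22 agonist; peak minus trough fluorescence over baseline measured at the second addition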
HIF activator = HIF pathway transcriptional activators, primary screen, cell-based, U2OS HRE-luciferase, luminescence; 0.32% of 300,000 active; activation, % at 7.5 µM (by protocol); U2OS HRE-luciferase reporter; normalized: DMSO 0%, desferrioxamine 100%;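 active = mean activation of at least 10% of the iron chelator positive control signal, with at least half of replicates also reaching 10%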
RGS4 act = RGS4 potentiators or activators, primary screen, cell-based, HEK293 M3R inducible RGS4, calcium flux; carbachol calcium flux Fluo4; stronger effect = lower value; B-score at 10 µM; 0.92% of 310,000 active; AID 463111, 2010;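 active = B-score of the integrated calcium signal more than 4 SD below the library mean, with starting fluorescence not abnormally high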;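 note: negative B-score means reduced calcium response which marks RGS4 activation or potentiation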
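Assay system: Inducible-RGS4 HEK293 cells carrying M3 receptor | Schedule: Compound preincubation 20 min at room temperature before agonist | Signal: Kinetic calcium fluorescence imaging with Fluo4-AM dye, 2 µM | Read-out basis: B score from integrated fluorescence ratio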
MrgX1 agonist = agonists of human MrgX1 receptor, primary screen, HEK293 cells, Fluo-4 calcium flux | B-score at 10 µM | Fluo-4 calcium fluorescence, agonist mode; stronger effect = higher value | Mas-related G-protein coupled receptor member X1 (Homo sapiens), Q96LB2 | 0.44% of 310,000 active;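 active = calcium response B-score plate-corrected fluorescence ratio at least 3 library SD, with starting fluorescence B-score inside 5 SD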
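times = overnight plating, then 30 min 37 °C plus 30 min room-temperature dye loading | assay system = stable human MrgX1 HEK293 cell line | input = fifteen thousand cells per well | signal = kinetic calcium dye fluorescence, Fluo-4 NW | dosing = compound delivered in addition one of three | read-out = B-scored fluorescence response ratio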
An asterisk follows results filed as active; i = inactive; . = not tested or not shown.

Every second line gives: SKKanGAS inh, Platelet DG rel, TRPC6 inhibitor, MrgX1 antagonist, RGS4 block, TRPC4 inh, TRPC6 act, MrgX1 PAM, HIF activator, RGS4 act, MrgX1 agonist
COc1ccc([N+](=O)[O-])cc1NC(=O)c1cc(C)c(C)o1
    4, 2, i, i, i, i, i, i, 0.1, i, i
Cc1cc(C)c[n+](CC(=O)c2ccc(C)c([N+](=O)[O-])c2)c1
    0, 9, i, i, i, i, i, i, -0.5, i, i
O=C1OC(Oc2ccccc2)(c2ccccc2)c2ccccc21 (centres undefined)
    0, 4, i, i, i, i, i, i, -0.3, i, i
O=C(CN1CCN(S(=O)(=O)/C=C/c2ccccc2)CC1)Nc1ccccc1N1CCOCC1
    -7, 4, i, i, i, i, i, i, -0.3, i, i
O=C(c1ccc2c(=O)n(-c3ccccc3)c(=O)[nH]c2c1)N1CCCCC1
    -4, 0, i, i, i, i, i, i, ., i, i
CN=C(Nc1ccc(Br)cc1)SC1CC(=O)N(c2ccc(OC)cc2)C1=O (centres undefined)
    4, 19, i, i, i, i, i, i, -0.2, i, i
Cc1ccc(S(=O)(=O)N2CCN(C(=O)Cc3ccccc3)CC2)cc1
    0, 5, i, i, i, i, i, i, -0.2, i, i
O/N=C(\COc1ccccc1O)c1ccccc1
    0, -20, i, i, i, i, i, i, 0.0, i, i
Nc1ccc(C(=O)N/N=C/c2cn(Cc3cccc(F)c3)c3ccccc23)cc1
    21, 9, i, i, i, i, i, i, 0.4, i, i
CCC(C)[C@H](NC(=O)NC1CCCc2ccccc21)C(=O)OC (some centres undefined)
    0, -3, i, i, i, i, i, i, -1.0, -8.3*, i
COc1cccc(NC(=O)CN2C(=O)COc3ccc(S(=O)(=O)N4CCOCC4)cc32)c1
    2, 1, i, i, i, i, i, i, -0.2, i, i
COCCCn1nnnc1SCC(=O)N1CCCC1
    17, 10, i, i, i, i, i, i, -0.3, i, i
Cn1cc(S(=O)(=O)c2ccccc2)n(C)c1=O
    2, -6, i, i, i, i, i, i, -0.4, i, i
O=C(N/N=C/c1cccs1)c1cccc(S(=O)(=O)Nc2ccc(Cl)cc2)c1
    -4, -5, i, i, i, i, i, i, 0.3, i, i
CSc1sc(-c2nnc(SCC(=O)Nc3ccc(Cl)cc3)n2C)c2c1C=CCC2
    19, 7, i, i, i, i, i, i, 0.7, i, i
O=C(OCc1cc(Cl)ccc1OC(F)F)c1cccnc1
    -3, 3, i, i, i, i, i, i, -0.4, i, i
Cc1cc2c(ncn2C)c(NS(=O)(=O)c2cc(Cl)ccc2Cl)c1C
    -1, -6, i, i, i, i, i, i, -0.7, i, i
O=C(Nc1ccc(C(=O)N2CCCCC2)cc1)c1ccccc1Cl
    26, 7, i, i, i, i, i, i, -0.8, i, i
CC(=O)Nc1ccccc1C(=O)C(=O)Nc1ccc(C)c(F)c1
    -16, -9, i, i, i, i, i, i, -31, i, i
CC(C)(C)C(=O)NC(=S)Nc1ccccn1
    1, 11, i, i, i, i, i, i, 0.2, i, i
COc1ccc(C2(C)NC(=O)N(CC(=O)Nc3ccc(Br)c(C)c3)C2=O)cc1OC (centres undefined)
    -2, 2, i, i, i, i, i, i, 0.6, i, i
CCSc1nc2c(c(=O)n(C)c(=O)n2C)n1Cc1ccc(Cl)cc1
    27, 10, i, i, i, i, i, i, -0.5, i, i
O=C(CCl)N(C/C=C/c1ccccc1)c1ccc2c(c1)OCCO2
    17, -7, i, i, i, i, i, i, 3.4, i, i
CCN(CC)CCOc1cc2c(nn1)Oc1ccccc1N2C
    3, 10, i, i, i, i, i, i, 0.6, i, i
CCO[C@H]1OC(C(=O)O)=C[C@@H](C)[C@@H]1CCCO
    0, 4, i, i, i, i, i, i, -6.6, i, i
CC(C)n1nc(C(=O)Nc2nc3ccc(S(C)(=O)=O)cc3s2)c2ccccc2c1=O
    -2, 4, i, i, i, i, i, i, 0.0, i, i
O=C(NCCCN1CCOCC1)c1cc2nc(-c3ccco3)cc(C(F)(F)F)n2n1
    -3, 2, i, i, i, i, i, i, -0.2, i, i
CCN(CC)S(=O)(=O)c1cccc(-c2nnc(SCC(N)=O)n2CCc2ccccc2)c1
    0, -1, i, i, i, i, i, i, -0.1, i, i
CC(=O)Nc1cccc(NC(=O)c2cc(Cl)ccc2Cl)c1
    -8, 23, i, i, i, i, i, i, -0.2, i, i
OCc1ccccc1O[C@@H]1O[C@H](CO)[C@@H](O)[C@H](O)[C@H]1O
    -1, -2, i, i, i, i, i, i, -0.1, i, i

2 compounds drawn at random from the list so far:
Every second line gives: SKKanGAS inh, Platelet DG rel, TRPC6 inhibitor, MrgX1 antagonist, RGS4 block, TRPC4 inh, TRPC6 act, MrgX1 PAM, HIF activator, RGS4 act, MrgX1 agonist
CCC(C)[C@H](NC(=O)NC1CCCc2ccccc21)C(=O)OC (some centres undefined)
    0, -3, i, i, i, i, i, i, -1.0, -8.3*, i
O=C(N/N=C/c1cccs1)c1cccc(S(=O)(=O)Nc2ccc(Cl)cc2)c1
    -4, -5, i, i, i, i, i, i, 0.3, i, i

More records.
Every second line gives: SKKanGAS inh, Platelet DG rel, TRPC6 inhibitor, MrgX1 antagonist, RGS4 block, TRPC4 inh, TRPC6 act, MrgX1 PAM, HIF activator, RGS4 act, MrgX1 agonist
O=C(Nc1cccc(-c2nc3ccccc3c(=O)o2)c1)c1ccccc1
    12, 1, i, i, i, i, i, i, -0.3, i, i
O=C(CCC(=O)OCC(=O)c1ccc([N+](=O)[O-])cc1)Nc1ccccc1Cl
    -1, -10, i, -5.5*, i, i, i, i, -0.7, i, i
COc1cccc(C2=Nn3c(nnc3-c3ccccc3O)SC2)c1
    -12, 1, i, i, i, i, i, i, -1.1, i, i
CCOC(=O)c1[nH]c(C)c(C(=O)NCCCN2CCOCC2)c1C
    -14, 6, i, i, i, i, i, i, -0.5, i, i
COC(=O)c1sccc1NC(=O)C1CCCCC1C(=O)O (centres undefined)
    -5, 0, i, i, i, i, i, i, 0.2, i, i
COC(=O)c1ccc(NC(=O)CN2C(=O)C3C4C=CC(C4)C3C2=O)cc1 (centres undefined)
    3, 3, i, i, i, i, i, i, 0.4, i, i
c1ccc(Nc2nnc(-c3cccc4ccccc34)o2)cc1
    -1, 4, i, i, i, i, i, i, 2.1, i, i
Cc1cccc(C)c1N1CCN(C(=O)c2ccc3c(c2)OCO3)CC1
    -1, -1, i, i, i, i, i, i, 1.5, i, i
COc1ccc(/C(C)=N/Nc2ccc(F)cc2F)c(O)c1
    3, -3, i, i, i, i, i, i, 4.0, i, i
Cc1nc2ccccc2nc1OCc1cccc(Cl)c1
    2, 1, i, i, i, i, i, i, -0.1, i, i
CCC(CC)C(=O)Nc1cccc(C(=O)NCCc2ccc(S(N)(=O)=O)cc2)c1
    2, 1, i, i, i, i, i, i, -0.2, i, i
CC(c1ccco1)N(C(=O)c1cccc(Br)c1)c1ccccn1 (centres undefined)
    -3, -2, i, i, i, i, i, i, 0.9, i, i
O=C(/C=C/c1ccccc1)Nn1cnc2ccccc2c1=O
    -3, 3, i, i, i, i, i, i, 0.4, i, i
CCOc1ccc(NC(=S)N2CCN(S(=O)(=O)c3ccc(OC)cc3)CC2)cc1
    10, 3, i, i, i, i, i, i, -0.6, i, i
CCc1ccc(NC(=O)CSCCN2C(=O)c3ccccc3C2=O)cc1
    -5, -1, i, i, i, i, i, i, -0.1, i, i
O=C1CC(C(=O)Nc2ccc(Cl)cc2)S/C(=N\N=C\c2ccco2)N1 (centres undefined)
    4, 4, i, i, i, i, i, i, -0.3, i, i
CC1(C)C=Cc2c(ccc3c2OC[C@@H](c2ccc(O)cc2O)C3)O1
    9, -1, i, i, i, i, i, i, 2.9, i, i
Nn1c(SCC(=O)NCCC2=CCCCC2)nnc1C(F)(F)F
    -3, -2, i, i, i, i, i, i, -0.4, i, i
COc1ccc(C(=O)Nc2ccc(-c3n[nH]c(=S)o3)cc2)cc1OC
    26, -5, i, i, i, i, i, i, 0.7, i, i
Cc1oc(-c2ccc(Cl)cc2)[n+]([O-])c1C
    2, -4, i, i, i, i, i, i, -0.3, i, i
Cc1cccc(C)c1NC(=O)C1(N(C(=O)c2ccccn2)c2ccc(O)cc2)CCCCC1
    -3, 10, i, i, i, i, i, i, 0.0, i, i
Cc1cc(/C=C2\SC(=O)N(C)C2=O)c(C)n1-c1ccc(S(N)(=O)=O)cc1
    11, -3, i, i, i, i, i, i, 2.1, i, i
COC(=O)Nc1ccc2c(c1)N(C(=O)CCN1CCN3CCCC3C1)c1ccccc1S2 (centres undefined)
    6, 7, i, i, i, i, i, i, -0.2, i, i
COc1ccc2ccccc2c1/C=N/n1cnnc1
    2, 4, i, i, i, i, i, i, -0.2, i, i
COCC1CCCN(C(=O)c2cc(COc3ccc(C(C)=O)cc3)on2)C1 (centres undefined)
    4, 1, i, i, i, i, i, i, 3.9, i, i
CCOC(=O)C1CCN(c2c(NCc3ccc(C(=O)Nc4ccc(C)cc4)cc3)c(=O)c2=O)CC1
    15, 4, i, i, i, i, i, i, 0.0, i, i
CCc1nnc(N/N=C/c2ccc(O)c(OC)c2)n1N
    0, -3, i, i, i, i, i, i, 1.0, i, i
Cc1ccc(/C=C2/C(=O)N=C(N)N2C)s1
    -4, 20, i, i, i, i, i, i, -0.4, i, i
COc1ccc(/C=N/NC(=O)c2cccc(NC(=O)c3ccc(F)cc3)c2)c(C(=O)O)c1OC
    -4, 1, i, i, i, i, i, i, -0.3, i, i
Cc1nc(NCC2CC2)c2nnn(Cc3ccccc3)c2n1
    6, 0, i, i, i, i, i, i, 1.4, i, i
Cc1nn(-c2ccccc2)c2c1c(C)c(CCC(=O)NCC1CCCO1)c(=O)n2C (centres undefined)
    -8, -5, i, i, i, i, i, i, -0.1, i, i
CCCc1cc(C(N)=O)c(NC(C)=O)s1
    ., 19, i, i, i, i, i, i, 0.2, i, i
